Screening data as filed in PubChem BioAssay.
Insulin prom up: insulin promoter activators in MIN6 cells, imaging, high-content screening, mouse beta cells; MIN6 insulin promoter-GFP reporter; active compounds read high; z-score at 5 µM; actives 0.3% (n = 190,000); AID 1625, 2009;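 active means z-score above 3 at 5 µM with at least 500 cells counted in the well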
b-catenin transl: modulators of beta-catenin nuclear translocation, primary screen, imaging, HeLa cells, immunofluorescence, high-content; AID 1665, 2009; nuclear translocation activity, % at 5 µM; actives 0.3% (n = 190,000);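 active means nuclear translocation activity above 50% at 5 µM, with a well cell count of 50 or more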;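 further: per-cell ratio of nuclear to cytoplasmic median beta-catenin stain intensity; plate controls were DMSO negative control for no effect and GSK-3 inhibitor IX positive control for full effect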
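Read-out: Nuclear/cytoplasmic beta-catenin signal ratio, % activation | Assay system: Human HeLa cell line | Times: 24 h compound exposure at 37°C, 5% CO2 | Signal: Fluorescence imaging of beta-catenin antibody stain plus DAPI | Dosing: 5 µM primary, 0.02–20 µM confirmation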
Dynein transport: inhibitors of GR-EGFP nuclear translocation, primary screen, dynein cargo transport inhibitor project, imaging, high-content, 3617.4 mouse cells; z-score, hits read low; test concentration mostly 20 µM; stimulated with dexamethasone, 1 µM; active compounds read low; actives 0.47% (n = 220,000);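 active means plate z-score of nuclear minus cytoplasmic receptor signal below a set negative limit, without overly bright fluorescence or cell loss, cut at about -3.5 in these data, passing the limit was not always enough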;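 further: z-score of nuclear minus cytoplasmic ring GR-EGFP intensity difference per well; some compounds called inactive have numbers as strong as hits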
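Also added: dexamethasone, 1.0 µM final. Medium: tet-free, stripped-serum medium. Detection: fixed, Hoechst-stained cells imaged at 10x for EGFP. Read-out: nuclear-to-cytoplasmic GR-EGFP distribution per well. Times: induction 48 h, compound 1 h, agonist 30 min.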
K1F lysis inhibition: inhibition of K1F phage lysis, E. coli UTI89, bacterial capsule biogenesis inhibitors, alamar blue (AID 488966). E. coli UTI89 K1F phage lysis, alamar blue, 2 h; higher % means a stronger effect. inhibition, % at 100 µM, or IC50 in µM where a hit was titrated. actives 0.02% (n = 340,000);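 active means phage lysis inhibition, versus mean bacterial control, above a set limit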;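 further: capsule biogenesis inhibitors block K1F phage lysis so surviving cells raise fluorescence; higher fluorescence means more inhibition of phage lysis; actives were called in the ten point dose series up to 300 µM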
CSM14.1 death rescue: rescue of cells from ER stress-induced death, primary screen, 384-well, CSM14.1, thapsigargin, ATP luminescence (AID 1222); CSM14.1 thapsigargin-induced death rescue, ATP luminescence; higher % means a stronger effect; cellular ATP content (survival), % at 20 µM; hits with a dose series show EC50 in µM; 190,000 tested, under 10 active;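 active means EC50 below 50 µM in the dose-response confirmation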;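 further: death triggered by thapsigargin at about 15 µM added after 2 h compound pretreatment; cell ATP read after overnight thapsigargin exposure of roughly 18 to 22 hours; normalized against plate controls of thapsigargin alone and 5% DMSO vehicle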
M17LAP inhibition: P. falciparum M17LAP inhibitors, primary screen, biochemical, fluorogenic H-Leu-NHMec substrate, 1536-well (AID 1619); actives 0.38% (n = 220,000); recombinant M17LAP, H-Leu-NHMec fluorogenic kinetic assay; higher % means a stronger effect; Leucine aminopeptidase (Plasmodium falciparum (isolate 3D7)); inhibition, % at 30 µM, or IC50 in µM where a hit was titrated;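 active means compound inhibiting the enzyme by more than half at any dose during confirmatory dose-response retesting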;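 further: plate controls were full reaction with DMSO carrier for no effect and no enzyme background for full effect; strong numbers were not always called active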
MT stabilize HCS: microtubule stabilizers in HeLa cells, primary screen, imaging, high-content imaging; HeLa tubulin immunostaining HCS, 24 h; share of cells brighter than vehicle mean+2SD; % tubulin-high responders, % at 10 µM; actives 0.83% (n = 200,000); AID 2205, 2009;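 active means plate Z-score above 3 for both tubulin-high and condensed-nucleus cell shares, with cell loss under 80%, at 10 µM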;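 further: anti alpha tubulin signal scored within the nucleus-defined area of each cell; some results filed as inactive read as strong as hits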
Autophagy HCS: autophagy modulators in MEF cells, primary screen, imaging, high-content, MEF GFP-LC3. MEF GFP-LC3 puncta imaging; test concentration mostly 10 µM. calls only at 10 µM (by protocol). actives 0.98% (n = 190,000). AID 463193, 2010;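 active means percentage of spot-positive cells more than 3 SD above its plate mean, without a fluorescence outlier flag or 80% toxicity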;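 further: spot-positive cell cutoff set from DMSO-treated cells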
P. falciparum M1AAP: P. falciparum M1AAP inhibitors, biochemical, fluorogenic H-Leu-NHMec substrate, 1536-well (AID 1445) | Aminopeptidase N (Plasmodium falciparum (isolate 3D7)) | recombinant M1AAP, H-Leu-NHMec fluorogenic kinetic assay; higher % means a stronger effect | one-dose inhibition, % at 30 µM; IC50 in µM for titrated hits | actives 0.42% (n = 220,000);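 active means primary inhibition above the hit cutoff, then over 50% inhibition at one or more dose response concentrations, cut at about 23% in these data, passing the limit was not always enough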;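 further: plate controls were DMSO full reaction for no effect and no enzyme background for full effect; strong numbers were not always called active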
Dynein transport cytoplasmic EGFP: also measured in Dynein transport; calls as there; z-score; measured here: cytoplasmic GR-EGFP intensity; active compounds read high
Dynein transport nuclear GR-EGFP: also measured in Dynein transport; calls as there; z-score; measured here: nuclear GR-EGFP intensity;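 lower value marks the stronger effect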
Dynein transport cell count: also measured in Dynein transport; calls as there; z-score; measured here: cell count per field
Insulin prom up cell count: also measured in Insulin prom up; calls as there; cell count; measured here: cytotoxicity, nuclei count;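 total cells summed across four imaged fields per well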
b-catenin transl cell count 5 µM: second read-out of b-catenin transl, no call of its own (marks repeat the call); cell count; measured here: cell count, cytotoxicity flag
MT stabilize HCS Hoechst-high %: recorded beside MT stabilize HCS, whose call it bears; % Hoechst-high responders; measured here: nuclear condensation Hoechst responders;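 share of cells brighter than vehicle mean plus two SD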
MT stabilize HCS cytotoxicity %: further read-out of MT stabilize HCS, marked with its call; toxicity, %; measured here: cytotoxicity by cell density;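 0% = mean cell density of plate MIN control wells and 100% = no cells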
Autophagy HCS cell loss 18 h: second read-out of Autophagy HCS, no call of its own (marks repeat the call); toxicity, %; measured here: cell loss, nuclei count;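 cell loss after 18 h compound exposure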
Starred values were filed as active, the others as inactive; i = inactive; nt = no result given; + = active, no number; [ ] = another dose, or the depositor's remark.

no.	Compound	Insulin prom up	Insulin prom up cell count	b-catenin transl	b-catenin transl cell count 5 µM	Dynein transport	Dynein transport cytoplasmic EGFP	Dynein transport nuclear GR-EGFP	Dynein transport cell count	K1F lysis inhibition	CSM14.1 death rescue	M17LAP inhibition	MT stabilize HCS	MT stabilize HCS Hoechst-high %	MT stabilize HCS cytotoxicity %	Autophagy HCS	Autophagy HCS cell loss 18 h	P. falciparum M1AAP
1	O=C(c1ccc(S(=O)(=O)Cc2cc(F)ccc2F)c([N+](=O)[O-])c1)N1CCCCC1	0.34	1435	-2.4	992	-0.28	-0.17	0.05	-0.71	0.9%[50 µM]	-0.2%	-15%	2.0	2.6	3.9	i	-2	7%
2	COc1ccc(-n2ccnc2CN2CCCC(CO)(Cc3cccc(OC)c3)C2)cc1 (stereo unspecified)	-0.33	1388	0.9	1118	-0.25	-0.037	0.025	0.1	0.2%	0.6%	1%	2.5	1.5	0.2	i	16	-2%
3	O=C(NCc1ccco1)C(=O)NCC1OCCN1S(=O)(=O)c1ccc(Br)cc1 (stereo unspecified)	0.12	1282	-1.2	1141	1	-0.27	0.54	-0.39	0.0%	1.8%	6%	1.8	2.4	1.1	i	0	-4%
4	Cc1cc(C)n(C(=O)CNC(=O)Cc2ccccc2)n1	0.94	1160	-6.8	1043	-0.16	-0.22	-0.026	1.1	-0.1%	-0.1%	5%	1.7	2.3	11	i	-2	-1%
5	Cn1c(CC(=O)c2ccc(Br)cc2)[n+](C)c2ccccc21	-0.12	1204	0.9	1085	-0.3	-0.3	0.13	-0.15	0.2%	nt	2%	2.6	1.7	8.4	+	-11*	5%
6	COC(=O)[C@@H](NC(=O)Nc1ccc(OC(F)(F)F)cc1)C(C)C	nt	nt	nt	nt	1.6	-0.21	1.2	-0.89	0.2%	0.3%	-5%	2.9	1.9	6.8	i	-4	-2%
7	O=C(Nc1ccc(S(=O)(=O)Nc2ccccn2)cc1)C(F)(F)F	1.3	1196	-1.0	1094	-0.41	-0.13	-0.063	-0.12	-0.2%	1.2%	0%	1.4	1.1	7.6	i	3	2%
8	CCN(CC)C(=O)COc1ccc2oc(C)c(C(=O)OC(C)C)c2c1	0.08	872	1.9	1038	-1.5	-0.011	-0.5	0.87	-0.3%	-0.8%	8%	1.4	1.2	5.1	i	-3	0%
9	O=c1c(-c2ccc(Br)cc2)[n+]([O-])c2ccccc2n1OCc1ccccn1	-0.34	1448	0.8	1589	-0.83	-0.29	0.095	1.4	-0.7%	1.6%	2%	6.1	1.7	20	i	6	7%
10	O/N=C/c1nc2cc(Cl)ccc2o1	0.72	1207	0.4	1049	-0.19	-0.21	-0.34	0.58	0.7%	-1.4%	3%	5.0	0.8	3.3	i	1	-3%
11	CCOc1ccc(S(=O)(=O)N2CCCCCC2)cc1	nt	nt	-4.9	1152	0.31	0.17	0.55	-0.41	-0.8%	-0.8%	7%	2.4	1.4	4.9	i	-6	12%
12	CCOC(=O)CNC(=S)N(Cc1cccs1)C1CCCC1	-0.02	1486	-4.0	569	-0.32	-0.23	-0.23	1.3	-0.2%[50 µM]	0.9%	13%	2.2	2.4	5.0	i	1	5%
13	O=C(Nc1ccc(O)cc1)/C(=C\c1ccncc1)NC(=O)c1ccccc1	2.3	1143	0.0	1023	0.13	-0.26	0.035	-0.36	0.4%	0.3%	45%	1.4	1.3	9.0	i	2	1%
14	O=C(COC(=O)Cc1ccsc1)NC(c1ccccc1)c1ccccc1	-0.09	1468	-1.6	1115	-0.49	-0.29	-0.56	1.6	1.4%	-3.1%	-3%	5.8	1.8	9.4	i	-9	1%
15	Cc1ccc(C(=O)Nc2sc(C)c(C)c2C(=O)c2ccccc2)cc1	-0.07	1433	-0.8	1123	-0.62	-0.27	-0.34	1.6	-3.0%	-2.3%	3%	2.2	2.4	1.4	i	4	7%
16	CCOC(=O)CNC(=O)CSc1ncnc2c1cnn2-c1ccc(OC)cc1	2.4	1163	-3.7	837	-0.74	-0.21	-0.19	0.57	0.5%	0.5%	2%	2.2	1.9	9.3	i	-9	-1%
17	COC(=O)C(Cc1ccccc1)NC(=O)C12CC3CC(CC(C3)C1)C2 (stereo unspecified)	-0.81	1487	0.0	1064	0.52	-0.21	0.4	-0.55	-0.1%	14%	-5%	1.6	2.1	7.1	i	9	-2%
18	CC(=O)N1c2ccc(Cl)cc2C2OCCC2C1c1ccco1 (stereo unspecified)	-0.6	1347	0.7	1321	-0.28	-0.22	-0.034	-0.042	-1.3%	nt	7%	nt	nt	nt	nt	nt	7%
19	CCn1c(=O)cc(OCC(=O)NC2CCCCC2)c2ccccc21	0.21	1261	nt	nt	0.57	-0.23	0.43	0.6	-0.7%	-2.0%	-12%	1.9	2.6	22	i	-3	-3%
20	CCOc1cc(CNC2CCCC2)cc(Cl)c1OCc1ccccc1	-0.98	539	0.9	1363	2.3	0.5	0.88	-3.7	-0.3%	-1.9%	-5%	2.5	1.4	1.9	i	1	-2%
21	Cc1ccc(C(=O)n2nnc3ccccc32)cc1[N+](=O)[O-]	2.9	1600	-0.3	1056	-0.38	-0.19	0.53	0.26	-0.1%	-2.7%	40%	2.5	1.7	3.1	i	13	1%
22	O=C(c1ccco1)N(Cc1cccs1)C1CCS(=O)(=O)C1 (stereo unspecified)	0.36	1287	0.4	1059	-0.97	-0.22	-0.61	1.4	0.6%	4.4%	-3%	2.1	2.8	5.6	i	-1	2%
23	CN(C)c1ccc(C(C#N)c2ccccc2)nn1 (stereo unspecified)	0.43	1274	0.2	1117	1.1	-0.39	0.82	-0.41	1.5%	-0.8%	2%	6.6	1.8	7.0	i	2	0%
24	CC(C(=O)NCCN1CCOCC1)c1ccc([N+](=O)[O-])cc1 (stereo unspecified)	-0.1	1284	-2.9	1176	-0.44	-0.13	-0.035	0.38	0.1%	-0.5%	3%	2.1	2.1	9.4	i	9	-2%
25	CCN(Cc1ccccc1)C(=O)CCc1nc(-c2ccc(C)cc2)no1	-0.79	951	2.8	758	0.13	-0.2	0.14	-0.4	0.3%	3.8%	1%	2.0	1.5	4.9	i	-6	2%
26	O=c1[nH]cnc2nn(-c3ccccc3)nc12	-0.2	1137	-7.1	990	-0.33	-0.23	0.23	0.29	1.2%	nt	9%	7.1	2.5	5.9	i	15	8%
27	COc1cccc(C(CC(=O)NCc2ccco2)NS(=O)(=O)c2ccc(C)cc2)c1OC (stereo unspecified)	1.4	1746	-2.2	1043	2.5	0.24	1.5	-0.16	0.6%	-1.2%	3%	1.7	1.0	7.8	i	3	6%
28	Cc1ccc2c(=O)cc(C(F)F)oc2c1	nt	nt	1.7	895	2	-0.028	0.84	0.15	0.6%	-4.1%	8%	1.6	0.7	7.7	i	3	2%
29	Cc1cccc(-n2ncc3c(NCc4ccco4)ncnc32)c1	nt	nt	45	114	-1.9	-0.11	-0.62	-0.083	0.0%	-2.6%	-6%	28*	21*	56*	i	6	-7%
30	CC(C)C(=O)Nc1cccc2nsnc12	0.76	1409	-8.3	954	-0.41	-0.35	0.1	-0.013	-5.2%	2.5%	10%	5.7	1.7	6.1	i	12	8%
31	C=CCSc1nccc(-c2cc(Cl)sc2Cl)n1	-0.09	943	nt	nt	-0.099	-0.03	-0.19	0.68	0.1%	-1.1%	-4%	1.2	1.7	19	i	1	9%
